HUVEC prolif 384: inhibitors of human endothelial cell proliferation | HUVEC proliferation, CellTiter-Glo luminescence, 72 h; hits give low values | viability, % at 10 µM (by protocol) | 86,000 compounds, 1.1% hits;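 active = viability at or below 30%; inactive = viability above 30%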;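 also: 100% = median luminescence of DMSO-only cell control wells on each plate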
Fibroblast inh: blocks proliferation of human lung fibroblasts. LL 47 human lung fibroblast viability, ATP luminescence; hits give low values. viability, % at 10 µM. 85,000 compounds, 1.1% hits. AID 719;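 active = viability at or below 50% in the single dose screen; inactive = viability above 50%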;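 also: compound exposure lasted 72 h before the ATP readout; 100% = median luminescence of untreated cell-only wells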
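Times – overnight cell rest, 72 h compound treatment at 37 °C · Test system – human lung fibroblast line LL 47, low passage · Amount – 1,150 cells in each well · Controls – cell-only wells, no compound · Doses – 0.1% DMSO in all compound wells · Measured by – CellTiter-Glo luminescence · Buffer or medium – IMEM plus 15% FBS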
ERb SRC1 inh: ER-beta (human) coactivator binding inhibition. AID 633. TR-FRET ER-beta LBD / SRC1-Cy5 peptide binding; receptor agonist-loaded with 1 µM estradiol. 86,000 compounds, 1.3% hits. inhibition, % at 25.6 µM;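 active = compounds whose percent inhibition of the receptor-coactivator binding signal exceeds about 50% in the single-dose screen, limit read from the data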;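 also: 0% = receptor plus peptide wells without compound and 100% = peptide-only wells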
Candida biofilm: kills Candida albicans biofilms; 85,000 compounds, 0.14% hits; inhibition, % at 6 µM; C. albicans biofilm + clotrimazole, Alamar Blue; AID 834;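 active = inhibition above 20%; inactive = inhibition below 20%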;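 also: preformed 24 hr biofilms exposed to compound for 48 hr; 0% = biofilm without compound and 100% = blank killed by clotrimazole plus chlorhexidine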
H69AR growth 86K: blocks growth of human H69AR lung tumor cells | H69AR lung tumor viability, ATP luminescence, 72 h; hits give low values | viability, % at 10 µM | 85,000 compounds, 6% hits;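 active = viability at or below 40%; inactive = viability above 40%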;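 also: multidrug resistant small cell line overexpressing MRP-1 efflux transporter; 100% = mean luminescence of untreated control wells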
sEH act: soluble epoxide hydrolase (human) activation | 91,000 compounds, 0.04% hits | purified human sEH enzymatic activity, activator screen | activation, % at 2 µM | P34913; in the data active = activation above about 37%; also: values of inactives mirror those of a sister screen read the other way
Target sequence (P34913 whole entry, looked up): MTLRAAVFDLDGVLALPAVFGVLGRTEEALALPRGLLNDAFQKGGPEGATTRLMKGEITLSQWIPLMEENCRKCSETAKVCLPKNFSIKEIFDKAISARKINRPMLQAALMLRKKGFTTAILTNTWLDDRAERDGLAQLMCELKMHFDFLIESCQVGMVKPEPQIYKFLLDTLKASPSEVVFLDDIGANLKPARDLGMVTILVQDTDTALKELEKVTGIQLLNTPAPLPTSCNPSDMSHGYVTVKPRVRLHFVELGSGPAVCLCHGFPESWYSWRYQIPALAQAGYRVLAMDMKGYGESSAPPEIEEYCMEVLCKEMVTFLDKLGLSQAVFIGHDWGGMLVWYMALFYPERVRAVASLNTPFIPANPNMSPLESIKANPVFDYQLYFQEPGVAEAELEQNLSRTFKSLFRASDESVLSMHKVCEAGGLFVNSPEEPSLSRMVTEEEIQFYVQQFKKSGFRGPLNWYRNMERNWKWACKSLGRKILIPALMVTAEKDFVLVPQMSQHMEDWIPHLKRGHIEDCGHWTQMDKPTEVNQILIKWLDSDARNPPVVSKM
ERa SRC1 pot: enhances coactivator binding to human estrogen receptor alpha; coactivator binding (% of control), % at 25.6 µM; P03372; TR-FRET ERalpha-LBD/SRC-Cy5 coactivator binding, 2 h; 100 = basal binding, no effect; 86,000 compounds, 1.3% hits; in the data active = activity above about 200%;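 also: binding measured in presence of low estradiol as agonist stimulus; 0% = peptide alone without receptor and 100% = receptor with peptide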
Smad3 inh: inhibitors of human Smad3 transcription factor binding; P84022; TR-FRET Smad3/Dy647-FoxH1 peptide binding, europium anti-His; inhibition, % at 25 µM; 88,000 compounds, 0.29% hits;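 active = compounds that reduce the energy-transfer binding signal between the protein and its labelled peptide by more than half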;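 also: 0% = Smad3 plus labelled peptide maximal FRET and 100% = peptide-only background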
Target sequence (P84022 whole entry, looked up): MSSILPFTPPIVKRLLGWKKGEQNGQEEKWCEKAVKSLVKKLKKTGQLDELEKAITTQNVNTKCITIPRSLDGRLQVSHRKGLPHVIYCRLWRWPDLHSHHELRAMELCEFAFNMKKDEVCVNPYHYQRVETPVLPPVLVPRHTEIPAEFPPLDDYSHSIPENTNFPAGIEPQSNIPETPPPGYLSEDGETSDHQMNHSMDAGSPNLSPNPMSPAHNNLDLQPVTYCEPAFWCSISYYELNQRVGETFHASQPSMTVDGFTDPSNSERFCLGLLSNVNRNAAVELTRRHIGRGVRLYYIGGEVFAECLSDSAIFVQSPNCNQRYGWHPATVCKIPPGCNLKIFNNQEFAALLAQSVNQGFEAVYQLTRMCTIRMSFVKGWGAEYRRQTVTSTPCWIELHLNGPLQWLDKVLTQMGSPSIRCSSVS
ERa SRC1 inh: blocks coactivator binding to human estrogen receptor alpha. P03372. TR-FRET ER-alpha LBD / SRC-1 peptide, estradiol-bound. inhibition, % at 25.6 µM. 86,000 compounds, 1.7% hits; in the data active = inhibition above about 50%;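 also: 0% = receptor plus peptide control and 100% = peptide only without receptor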
The depositor's hits bear a star; . = not tested or not shown; [ ] = remark or other dose.

SMILES	HUVEC prolif 384	Fibroblast inh	ERb SRC1 inh	Candida biofilm	H69AR growth 86K	sEH act	ERa SRC1 pot	Smad3 inh	ERa SRC1 inh
O=C(Cn1c(-c2cscn2)nc2ccccc21)Nc1cc(F)ccc1F	91	95	-10	7	81	.	108	-7	0
COc1ccc2c(c1)-c1ccccc1S(=O)(=O)N2C	91	88	-12	6	58	7	92	-7	-3
CCOc1cc(N2CCOCC2)c(OCC)cc1NC(=O)COC(=O)[C@H](Cc1c[nH]c2ccccc12)NC(C)=O	100	105	-6	-9	72	10	119	-12	-12
CCn1c(SCc2nc(-c3ccccc3)no2)nnc1-c1ccco1	107	98	1	10	83	-5	82[fluorescence artefact?]	9	3
O=c1c2c3nc4ccccc4nc3n(/N=C/c3cccs3)c2ncn1-c1ccccc1	84	105	36[fluorescence artefact?]	-3	30*	.	105	-12	42[fluorescence artefact?]
C=CCNC(=O)CN1CCC(O)(c2ccccc2)CC1	95	104	-17	.	99	4	103	-3	-4
CCC(=O)N1CCc2cc(S(=O)(=O)NC(C(=O)N3CCc4ccccc4C3)C(C)C)ccc21 (stereo not drawn)	100	104	-11[fluorescence artefact?]	-2	80	-2	122	-6	1
COc1cccc(N/C=C(\C#N)c2ccc(OCCCF)cc2)c1	74	98	-21	2	67	-2	97	2	-8
CCCCCCN1CC(O)=C(c2ccccc2)C1=N	94	99	-3[fluorescence artefact?]	2	88	5	113	-3	8[fluorescence artefact?]
CC(C)CCNc1nnnc2c1sc1nc(N3CCOCC3)c3c(c12)CC(C)(C)SC3	97	91	2	2	48	9	99	24	3
N#CCCN1CCN(C(CNS(=O)(=O)c2ccc(Cl)cc2)c2ccccc2)CC1 (stereo not drawn)	105	98	0	7	99	.	115	7	-6
Cc1cccc(OCCOCCSc2ncccn2)c1	100	98	-2[fluorescence artefact?]	3	94	10	117[fluorescence artefact?]	11[fluorescence artefact?]	5[fluorescence artefact?]
CC(C)=CC(=O)Nc1ccc2c(c1)OCO2	102	100	3[fluorescence artefact?]	0	100	0	103	-6	-3[fluorescence artefact?]
O=C(COc1ccc(F)cc1Br)NCc1ccccn1	108	104	4	8	87	5	114	1	-6
C1CCc2c(nc3nnnn3c2NC2CCCC2)C1	105	93	-12	3	83	10	102[fluorescence artefact?]	-2	-8
Cc1[nH]c2c(ccc3ccccc32)c1C1C(CCN)C1(C)C (stereo not drawn)	2.4*	2.7*	6	8	4.4*	5	127	-2	11
O=C(Nc1ccccc1)c1c(F)cccc1F	96	97	0	4	100	-2	120	11	1
O=C(c1ccco1)N1CCN(C(=O)C2Cc3ccccc3CN2S(=O)(=O)c2ccc(F)cc2)CC1 (stereo not drawn)	97	106	-2	4	89	.	106	18[fluorescence artefact?]	-19
COCCCN1C(=O)C(O)=C(C(=O)c2ccco2)C1c1ccc(Br)cc1 (stereo not drawn)	97	93	18	6	93	-3	120	3	-7
Cc1cc(C)nc(-n2nc(C)cc2NC(=O)COC(=O)CCC(=O)c2cccs2)n1	92	99	-3	.	82	-6	95	5	9
O=C(COC(=O)c1cccnc1Nc1ccccc1F)NCc1ccc2c(c1)OCO2	83	98	7	0	85	-7	118	2	9
CC(C)(C)NC(=O)c1cnn(-c2ccccc2)c1NC(=O)c1ccccc1	98	96	-1	2	83	0	102	15	-6
CC(NC(=O)Cn1cnnn1)C12CC3CC(CC(C3)C1)C2 (stereo not drawn)	98	98	-3	10	93	-7	119	-1	-8
Cc1ccccc1-c1nc2cc(N)ccc2o1	72	109	1	7	96	.	91	2	7
CCN(CC)CCCN1C(=O)C(O)=C(C(=O)c2cc3ccccc3o2)C1c1ccccn1 (stereo not drawn)	90	96	-2[fluorescence artefact?]	4	97	-8	117	11[fluorescence artefact?]	-6
Cc1cccc(NC(=O)NCCN2C(=O)C3C4C=CC(C4)C3C2=O)c1 (stereo not drawn)	99	90	-5	6	98	.	114	-1	-3
O=C(CSc1nnc2c(Cl)cc(Cl)cn12)NC1CCS(=O)(=O)C1 (stereo not drawn)	99	99	-7	6	86	-1	97[fluorescence artefact?]	-4	0
COc1ccc(CCNC(=O)c2cc(-c3cccs3)on2)cc1OC	88	83	12	7	85	3	128	1	-3
CN1CCN(CCCCOc2ccc(F)cc2)CC1	103	106	-11	-2	92	.	106	-19	-21
COC(=O)c1ccsc1NC(=O)c1ccc(Cl)s1	94	92	15	10	63	.	155	0	11
c1ccc2c(CNc3ccc(CNc4ncn[nH]4)cc3)cccc2c1	96	94	1	2	90	14	86	-6	-3
CN(C(=O)c1c(Cl)nc2sccn12)C1CCCCC1	102	96	-34	11	59	-2	107	-5	-26
CCCC1(C(=O)O)NC(c2ccc(OC)cc2O)C2C(=O)N(c3ccc(OC)cc3)C(=O)C21 (stereo not drawn)	102	94	23[fluorescence artefact?]	9	87	-21	85	-16	6[fluorescence artefact?]
COC(=O)c1nc(NC(=O)c2ccc(Cl)cc2)n[nH]1	86	88	0	5	109	.	114	12[fluorescence artefact?]	-4
Cc1csc(SCC(=O)Nc2cccc3nsnc23)n1	64	90	-8	1	71	-3	103	3	-3[fluorescence artefact?]
CC(C)CC(NS(=O)(=O)c1ccccc1)C(=O)O (stereo not drawn)	100	104	-5	4	92	-6	73	-2	3
COCCNC(=O)C(c1ccc(C)o1)N(CC1CCCO1)C(=O)Cn1nnc2ccccc21 (stereo not drawn)	105	97	-6	6	64	-5	94	-5	1
CN(C)S(=O)(=O)c1ccc(C(=O)NCc2cccs2)cc1	99	104	-4[fluorescence artefact?]	2	102	-4	105	-11	-1
O=C(O)CS(=O)(=O)c1ccc(Oc2ccc(S(=O)(=O)CC(=O)O)cc2)cc1	101	98	19	4	98	-2	122	3	-4
COc1ccc(C2OCC3(CO2)SC(N)=NC3=O)cc1 (stereo not drawn)	97	107	-2	1	99	9	107	5	0
CCOc1ccccc1C(=O)N(Cc1ccccc1)Cc1cc2cc3c(cc2[nH]c1=O)OCCO3	19*	26*	4[fluorescence artefact?]	-8	9.0*	4	105	-9	10
CCOC(=O)N1CCN(S(=O)(=O)c2ccc3c(c2)SC(C)C(=O)N3)CC1 (stereo not drawn)	90	92	48	12	80	.	63	-1	38
Cc1ccc(NC(=O)NC2C(NC(=O)Nc3ccc(C)cc3)N(C)C(=O)N2C)cc1 (stereo not drawn)	97	106	-29	5	116	10	106[fluorescence artefact?]	20[fluorescence artefact?]	0[fluorescence artefact?]
CCOc1ccc2c(c1)C(c1ccc(C)cc1)=NNC(c1ccc(C)cc1)=N2	63	76	-7	0	21*	-12	124	5	-15
COc1ccc(NC(=O)CN2CCN(c3nc(-c4cccc(OC)c4)cs3)CC2)cc1	91	93	-16	7	98	-9	95[fluorescence artefact?]	2	-36
COc1ccc(S(=O)(=O)n2c(CCN3CCOCC3)nc3ccccc32)cc1	83	93	-9	8	96	.	103	2	-3
COc1cc2c(cc1OC)/C(=C/C(=O)N1CCOCC1)NC(C)(C)C2	110	100	-6	-4	82	6	121	15	3
COc1cc(OC)c(NS(=O)(=O)c2coc(C(N)=O)c2)cc1Cl	81	92	5	9	80	.	99	1	7
O=C(NCc1ccco1)c1ccccc1Br	88	93	-25	8	100	12	97	-5	-22
CS(=O)(=O)Nc1ccc(C(=O)NCCC2=CCCCC2)cc1	78	87	6	6	74	-18	83[fluorescence artefact?]	-4	1

Continuation:
SMILES	HUVEC prolif 384	Fibroblast inh	ERb SRC1 inh	Candida biofilm	H69AR growth 86K	sEH act	ERa SRC1 pot	Smad3 inh	ERa SRC1 inh
O=C(CSc1nnc(COc2ccccc2)o1)c1ccccc1	102	97	27[fluorescence artefact?]	6	109	-8	78[fluorescence artefact?]	-7	22
CC(C)C(=O)Nc1ncc(C(F)(F)F)cc1Cl	111	101	-8	5	90	-2	101[fluorescence artefact?]	-13	0
CCOC(=O)C1=C(c2ccccc2)NC(=O)NC1c1ccc(OCC#N)c(OC)c1 (stereo not drawn)	89	92	-10	2	97	-7	116	-3	-8
COc1ccc(-c2sccc2C(C)C(=O)O)cc1 (stereo not drawn)	93	105	1[fluorescence artefact?]	2	95	-4	118	11	8[fluorescence artefact?]
CC1CCN(c2c(NCc3ccc(C(=O)NCc4cccnc4)cc3)c(=O)c2=O)CC1	102	99	-10[fluorescence artefact?]	10	98	.	107	0	-2
CC1(C)Cc2ccccc2C(=NCCCC(=O)O)N1	99	104	1[fluorescence artefact?]	-1	93	.	81	6	8
CCOC(=O)C1CCCN(c2cc(C)nc3cc(-c4ccc(F)cc4)nn23)C1 (stereo not drawn)	89	99	1	7	66	-9	84	0	-2
CCn1nnc(C(=O)O)c1C(=O)O	106	110	-5	-7	100	7	116	-7	2
N#Cc1c(NC(=O)CN2CCN(S(=O)(=O)c3ccc4c(c3)OCCO4)CC2)sc2c1CCC2	91	112	53*[fluorescence artefact?]	-4	92	-7	27[fluorescence artefact?]	3	69*[fluorescence artefact?]

Taken from the results shown (15 entries):
SMILES	HUVEC prolif 384	Fibroblast inh	ERb SRC1 inh	Candida biofilm	H69AR growth 86K	sEH act	ERa SRC1 pot	Smad3 inh	ERa SRC1 inh
CCOC(=O)N1CCN(S(=O)(=O)c2ccc3c(c2)SC(C)C(=O)N3)CC1 (stereo not drawn)	90	92	48	12	80	.	63	-1	38
Cc1ccc(NC(=O)NC2C(NC(=O)Nc3ccc(C)cc3)N(C)C(=O)N2C)cc1 (stereo not drawn)	97	106	-29	5	116	10	106[fluorescence artefact?]	20[fluorescence artefact?]	0[fluorescence artefact?]
CCOc1ccc2c(c1)C(c1ccc(C)cc1)=NNC(c1ccc(C)cc1)=N2	63	76	-7	0	21*	-12	124	5	-15
COc1ccc(NC(=O)CN2CCN(c3nc(-c4cccc(OC)c4)cs3)CC2)cc1	91	93	-16	7	98	-9	95[fluorescence artefact?]	2	-36
COc1ccc(S(=O)(=O)n2c(CCN3CCOCC3)nc3ccccc32)cc1	83	93	-9	8	96	.	103	2	-3
COc1cc2c(cc1OC)/C(=C/C(=O)N1CCOCC1)NC(C)(C)C2	110	100	-6	-4	82	6	121	15	3
COc1cc(OC)c(NS(=O)(=O)c2coc(C(N)=O)c2)cc1Cl	81	92	5	9	80	.	99	1	7
O=C(NCc1ccco1)c1ccccc1Br	88	93	-25	8	100	12	97	-5	-22
CS(=O)(=O)Nc1ccc(C(=O)NCCC2=CCCCC2)cc1	78	87	6	6	74	-18	83[fluorescence artefact?]	-4	1
O=C(CSc1nnc(COc2ccccc2)o1)c1ccccc1	102	97	27[fluorescence artefact?]	6	109	-8	78[fluorescence artefact?]	-7	22
CC(C)C(=O)Nc1ncc(C(F)(F)F)cc1Cl	111	101	-8	5	90	-2	101[fluorescence artefact?]	-13	0
CCOC(=O)C1=C(c2ccccc2)NC(=O)NC1c1ccc(OCC#N)c(OC)c1 (stereo not drawn)	89	92	-10	2	97	-7	116	-3	-8
COc1ccc(-c2sccc2C(C)C(=O)O)cc1 (stereo not drawn)	93	105	1[fluorescence artefact?]	2	95	-4	118	11	8[fluorescence artefact?]
CC1CCN(c2c(NCc3ccc(C(=O)NCc4cccnc4)cc3)c(=O)c2=O)CC1	102	99	-10[fluorescence artefact?]	10	98	.	107	0	-2
CC1(C)Cc2ccccc2C(=NCCCC(=O)O)N1	99	104	1[fluorescence artefact?]	-1	93	.	81	6	8

Screening data deposited in PubChem by several laboratories.

An excerpt, so the mix of outcomes need not match the whole.
